Assay outcomes from PubChem BioAssay.
mIAP activ: mouse IAP activation. muIAP, CDP-Star luminescence, 30 min; stronger effect = higher value; 1 = vehicle-only enzyme signal, 0 = enzyme-free wells. activation factor at 10 µM. AID 2805. actives 0.24% (n = 330,000);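 active means activation factor of at least 2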; further: the source names both 10 and 20 µM as test concentration; values of inactives mirror those of a sister screen read the other way
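Assay system: mouse IAP enzyme; reagent: chemiluminescent substrate CDP-Star; dosing: test compounds delivered from DMSO solution; schedule: 30 min at room temperature; measured by: luminescence from enzymatic CDP-Star hydrolysis; controls: DMSO-only wells and no-enzyme negative control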
APOBEC3G inh: inhibitors of human APOBEC3G DNA deaminase | Q9HC16 | recombinant A3G, ssDNA deamination FAM/TAMRA fluorescence | inhibition, % at 20 µM | actives 0.28% (n = 330,000) | AID 493012;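 active means inhibition of at least 40% at 20 µM, with no more than 30% in the related APOBEC3A deaminase screen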;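 further: plate controls were DMSO wells with A3G for no effect and wells lacking A3G enzyme for full effect; some compounds called inactive have numbers as strong as hits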
Target sequence (Q9HC16 whole entry, looked up): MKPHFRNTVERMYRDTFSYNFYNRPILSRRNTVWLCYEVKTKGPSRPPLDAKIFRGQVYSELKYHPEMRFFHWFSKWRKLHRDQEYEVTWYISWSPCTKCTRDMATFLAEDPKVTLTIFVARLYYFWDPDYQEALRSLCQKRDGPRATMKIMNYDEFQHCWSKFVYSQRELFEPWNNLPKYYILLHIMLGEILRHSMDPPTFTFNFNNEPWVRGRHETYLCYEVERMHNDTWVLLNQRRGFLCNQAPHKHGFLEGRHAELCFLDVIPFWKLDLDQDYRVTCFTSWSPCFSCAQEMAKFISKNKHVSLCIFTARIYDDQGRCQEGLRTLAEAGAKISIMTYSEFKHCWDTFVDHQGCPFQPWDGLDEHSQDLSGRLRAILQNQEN
mIAP inh: mouse IAP inhibition. purified mouse IAP, CDP-Star luminescence, 30 min. inhibition, % at 10 µM. actives 0.2% (n = 330,000);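 active means inhibition of at least 40% at 10 µM in the primary screen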;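 further: plate controls were DMSO with enzyme for no effect and no enzyme wells for full effect; values of inactives mirror those of a sister screen read the other way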
hIAP activ: increases human intestinal alkaline phosphatase activity. purified human IAP, CDP-Star luminescence, 30 min; stronger effect = higher value; 1 = vehicle-only enzyme, 0 = enzyme-free background. activation factor at 10 µM. actives 0.16% (n = 330,000);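 active means activation factor of the enzyme at least 2-fold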; further: the source names both 10 and 20 µM as test concentration; values of inactives mirror those of a sister screen read the other way
NLRP3 yeast inh: blocks the NALP3 inflammasome reconstituted in yeast; Yeast reconstituted NLRP3/ASC/caspase-1, beta-gal luminescence, 24 h; inhibition, % at 10 µM; actives 0.39% (n = 330,000); AID 2825;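 active means inhibition of 50% or more; inactive means inhibition below 50%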;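 further: plate controls were induced DMSO wells for no effect and uninduced yeast grown without galactose for full effect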
SENP1 FRET inh: SENP1 (human) catalytic domain inhibition | Q9P0U3 | recombinant SENP1 catalytic domain, CyPet-SUMO1-YPet FRET cleavage | inhibition, % at 10 µM | actives 0.21% (n = 360,000) | AID 624204;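 active means inhibition at least 30% at 10 µM, raw YFP signal under a set limit, fluorescence ratio 0.5 to 1.5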;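 further: 0% = enzyme with DMSO and 100% = no enzyme wells; some results filed as inactive read as strong as hits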
Target sequence (Q9P0U3 419-644 limits assumed): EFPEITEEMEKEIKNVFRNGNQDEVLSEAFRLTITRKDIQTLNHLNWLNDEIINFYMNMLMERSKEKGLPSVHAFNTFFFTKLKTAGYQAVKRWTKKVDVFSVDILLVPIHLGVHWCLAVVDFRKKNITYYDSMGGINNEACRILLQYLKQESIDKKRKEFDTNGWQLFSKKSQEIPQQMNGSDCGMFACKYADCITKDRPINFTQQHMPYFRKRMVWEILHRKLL
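Material: hSENP1 catalytic domain, recombinant; medium: Tris pH 8 with BME, BSA, NP40 and catalase; compound: single concentration of 10 µM compound, 0.5% DMSO final; technique: FRET read of cyan and yellow fluorescence; timing: 50 min enzyme reaction, room temperature, light-protected; reagent: SFCypet-SUMO1-SFYpet substrate at 25 nM; control set: no-enzyme low, enzyme-DMSO high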
hIAP block: blocks human intestinal alkaline phosphatase; purified IAP, CDP-Star luminescence, 30 min; P09923; inhibition, % at 10 µM; actives 0.12% (n = 330,000);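 active means inhibition reaching a set limit with compound at 10 µM in the primary screen, cut at about 35% in these data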;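 further: plate controls were DMSO wells with enzyme for no effect and no-enzyme buffer wells for full effect; values of inactives mirror those of a sister screen read the other way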
APOBEC3A inh: inhibitors of human APOBEC3A DNA deaminase; recombinant A3A, FAM/TAMRA ssDNA deamination fluorescence; inhibition, % at 20 µM; actives 0.41% (n = 330,000); AID 493011;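 active means at least 40% inhibition at 20 µM here, with at most 30% in a related deaminase screen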;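 further: plate controls were A3A with DMSO for no effect and wells lacking A3A enzyme for full effect; some results filed as inactive read as strong as hits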
Target sequence (P31941 whole entry, looked up): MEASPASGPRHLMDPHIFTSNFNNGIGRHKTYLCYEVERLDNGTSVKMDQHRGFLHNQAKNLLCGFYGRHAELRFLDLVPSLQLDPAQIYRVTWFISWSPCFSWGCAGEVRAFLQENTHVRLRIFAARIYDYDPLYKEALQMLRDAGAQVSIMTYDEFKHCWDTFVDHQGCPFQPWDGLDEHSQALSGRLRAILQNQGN
MIN6 prolif: induces beta-cell replication in MIN6 cells; AID 2380; MIN6 cells proliferation, ATPlite luminescence, 48 h; cells starved in 0.2% serum; 100% = growth in 10% serum; actives 0.29% (n = 330,000); proliferation, % at 10 µM;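 active means compounds whose signal lies at least 3.5 SD above the mean of all wells on their plate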;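 further: 0% = DMSO-treated cells in low-serum medium and 100% = 10% serum control; some compounds called inactive have numbers as strong as hits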
Starred values were filed as active, the others as inactive; / = not tested or not shown. The list is partial. The share of hits here may be higher or lower than overall.

SMILES	mIAP activ	APOBEC3G inh	mIAP inh	hIAP activ	NLRP3 yeast inh	SENP1 FRET inh	hIAP block	APOBEC3A inh	MIN6 prolif
O=C(N/N=C/c1ccc(O)cc1)c1cc[n+](Cc2ccccc2)cc1	0.84	-10	16	0.94	20	2	6	-6	-1
CC(C)(C)c1ccc(S(=O)(=O)NCc2ccc(C(=O)NCC3CCCO3)cc2)cc1 (configuration not stated)	0.96	-6	4	1	17	2	-4	4	2
C[n+]1cccc(C(=O)NCC2CCCO2)c1 (configuration not stated)	1	24	-4	0.91	10	2	9	79*	-3
COc1cccc(C(=O)N2CCN(Cc3ccccc3[N+](=O)[O-])CC2)c1	0.95	-5	4	1.1	16	-1	-11	-3	-1
COc1ccc(CN2CCC(n3nccc3NC(=O)c3cccc(F)c3)CC2)cc1O	0.97	-8	3	1.3	-6	0	-33	-5	2
C[C@@H](O)C(C(=O)N1CCNCC1)n1cc([C@@H](N)CCCCN)nn1 (some centres not stated)	0.82	-7	18	0.99	28	2	1	-3	-4
Cc1cc(=O)c2ccccc2[nH]1	0.92	2	8	1	-7	2	-2	3	-2
O=C1CN(C(=O)NCC(=O)N2CCCC2)c2ccccc2N1	0.98	0	2	1.2	15	-5	-18	-1	-4
CSc1cccc(NC(=O)c2ccccc2N(C)S(C)(=O)=O)c1	0.93	5	7	0.95	-2	1	5	18	-2
CCc1ccc2c(c1)[C@]1(C(=O)N2)[C@@H]2C(=O)N(Cc3ccccc3)C(=O)[C@@H]2[C@@H]2CCCN21	1	-6	-1	0.92	1	-18	8	-2	-3
CCOC(=O)c1cn(Cc2ccccc2)nn1	1	0	-1	0.95	18	0	5	4	-1
CC(=O)c1sc(NC(=O)c2cccc(C)c2)nc1C	1	-8	-3	0.91	44	-5	9	1	-3
COCCNCC(=O)NC12CC3CC(CC(C3)C1)C2	0.97	-4	3	1.1	1	1	-13	-2	-3
Cc1nnc(Nc2ccccc2)n(N)c1=O	0.91	-2	10	0.88	9	-3	12	-1	1
COc1cc(N=c2ssnc2Cl)cc(OC)c1OC	0.84	72*	16	1	9	2	-1	0	-4
CCN(CC)CCN(C(=O)CCOc1ccccc1)c1nc2ccc(F)cc2s1	0.9	1	10	1.1	15	-1	-7	4	2
CC1(C)CSC(=NCc2ccccc2)N1C(=O)c1cccc([N+](=O)[O-])c1	0.98	-3	2	0.93	19	1	7	-1	3
CC(OC(=O)c1cccc(-n2cnnn2)c1)c1nc2ccccc2c(=O)[nH]1 (configuration not stated)	1	-9	-3	1.1	15	-1	-11	-5	-2
CC(=O)c1cnn(-c2cc(Oc3ccc(F)cc3)ncn2)c1C	0.99	-6	1	0.92	-14	1	8	-3	1
CCC(NC(=O)c1cc(COc2ccc(F)cc2Cl)on1)c1ccncc1 (configuration not stated)	0.98	-5	2	1	16	1	-4	-5	-3
CCC(=O)c1ccc(OCC(=O)NCCc2ccccn2)cc1	1.1	-4	-13	1.1	2	2	-5	-5	-2
COc1ccc(S(=O)(=O)N2CCOCC2)cc1NC(=O)/C=C/c1ccc(F)cc1	0.94	-7	6	1.1	21	1	-11	-2	-1
O=C(Nc1ccc(Cl)cc1F)C1CC(=O)N(Cc2ccco2)C1 (configuration not stated)	0.98	-6	2	0.97	6	-6	3	-1	0
CCOC(=O)C1(Cc2ccccc2Cl)CCN(C(=O)c2cnccn2)CC1	1	-3	-4	1.2	12	0	-21	-1	-3
O=P(O)(C(O)c1ccccc1)C(O)c1ccccc1 (configuration not stated)	0.9	-5	10	0.91	9	0	9	-6	4

An excerpt from the list above, as a working copy:
SMILES	mIAP activ	APOBEC3G inh	mIAP inh	hIAP activ	NLRP3 yeast inh	SENP1 FRET inh	hIAP block	APOBEC3A inh	MIN6 prolif
O=C1CN(C(=O)NCC(=O)N2CCCC2)c2ccccc2N1	0.98	0	2	1.2	15	-5	-18	-1	-4
CSc1cccc(NC(=O)c2ccccc2N(C)S(C)(=O)=O)c1	0.93	5	7	0.95	-2	1	5	18	-2
CCc1ccc2c(c1)[C@]1(C(=O)N2)[C@@H]2C(=O)N(Cc3ccccc3)C(=O)[C@@H]2[C@@H]2CCCN21	1	-6	-1	0.92	1	-18	8	-2	-3
CCOC(=O)c1cn(Cc2ccccc2)nn1	1	0	-1	0.95	18	0	5	4	-1

Remaining list, next part.
SMILES	mIAP activ	APOBEC3G inh	mIAP inh	hIAP activ	NLRP3 yeast inh	SENP1 FRET inh	hIAP block	APOBEC3A inh	MIN6 prolif
Cn1c(=O)c(C(=O)CN2CC(=O)Nc3ccccc32)c(N)n(Cc2ccccc2)c1=O	1	-4	-4	1	-1	0	-4	0	-1
Brc1ccc(OCCOc2cccc3cccnc23)cc1	1	-1	-3	0.99	21	0	1	5	-2
CC1=C(C(=O)OCc2ccccc2)C(c2ccc3ccccc3c2)NC(=O)N1CCCCCC(=O)O (configuration not stated)	1.1	-17	-12	0.84	6	/	16	-3	-4
CC(C)CN(C(=O)COc1cccc(-n2cnnn2)c1)C1CCS(=O)(=O)C1 (configuration not stated)	0.9	-6	10	1	12	0	-2	-4	4
COC(=O)CC1C(=O)NCCN1C(=O)CSc1nnc(Nc2ccc(C)cc2)s1 (configuration not stated)	1	-4	-1	0.93	13	-3	7	0	-5
CCN(C(=O)CN1CCN(c2ccc(OC)cc2)CC1)c1c(N)n(Cc2ccccc2)c(=O)[nH]c1=O	0.92	0	8	0.88	-2	-3	12	2	-2
CC1CCCC(NC(=O)CSc2ncnc3ccccc23)C1C (configuration not stated)	0.87	-9	13	0.87	19	-11	13	-6	1
Cc1ccccc1NC(=O)Cn1c(=O)n(Cc2ccccc2)c(=O)c2c(C)c(C)sc21	1.2	1	-15	1.1	17	-3	-8	0	-3
COc1ccc(-n2c(Cc3cccn3C)nnc2SCC(=O)NC2CCCCC2)cc1	0.96	-5	4	0.88	10	-3	12	-1	0
CC(=O)Nc1cccc(C(=O)N(Cc2ccccc2)Cc2ccccc2)c1	1	5	-5	1.2	3	0	-24	-2	-1
CCOc1cc(/C=N/NC(N)=O)cc(Br)c1OCc1ccccc1F	0.96	-4	4	0.82	20	2	18	-5	-1
COc1ccc2cc(C(=O)N/N=C/c3cc(OC)c(OC)c(OC)c3)[nH]c2c1	1.1	-4	-8	1.1	3	1	-8	3	-2
COc1cc(CN2CCC(N3CCC(C(=O)N4CCCC4)CC3)CC2)cc2c1OCO2	1	-14	0	1.1	8	-2	-9	-1	1
COc1ccc(-c2ccc3oc(-c4ccc(OC)cc4)c(C#CCCO)c3c2)cc1	0.94	4	6	1.1	12	4	-6	-2	-7
O=C(Cc1ccccc1)N1CCN(c2ccccc2F)CC1	0.94	1	6	0.89	10	2	11	-2	-3
CCOc1ccc(CC(=O)Nc2sc(Cc3ccccc3)cc2C(N)=O)cc1OCC	0.97	19	3	1.2	-15	0	-20	2	3
O=Cc1cn(CC(=O)N2CCCc3ccccc32)c2ccccc12	0.99	-6	1	0.97	14	2	3	-2	3
COc1ccc(-c2c(C)cc3oc(=O)cc(-c4ccccc4)c3c2C)cc1F	1.1	3	1	/	/	-2	/	4	/
Nc1cc(Br)c(N)c(Br)c1	1	0	-3	1	6	2	-3	2	2
CCOC(=O)C1Sc2ccccc2NC1=O (configuration not stated)	0.94	-8	6	0.89	7	0	11	2	3
CC(C)CC(=O)N1CCN(S(C)(=O)=O)CC1	1	-4	-3	1	12	2	-4	1	1
O=C(NCC1CCCO1)c1cc2c([nH]c3ccccc32)c(-c2cccc(Cl)c2)n1 (configuration not stated)	0.91	-8	9	0.8	5	-9	20	-4	-5
CCC(=O)NC(Nc1c(C)n(C)n(-c2ccccc2)c1=O)C(Cl)(Cl)Cl (configuration not stated)	1	-5	-1	0.85	15	1	14	-4	0
COc1ccccc1/C=N/NC(=O)c1nnn(-c2nonc2N)c1CN(C)c1ccccc1	0.86	-9	14	1.2	17	1	-20	-6	0
O=C1OCCC1Sc1nc2ccccc2s1 (configuration not stated)	0.95	-8	5	0.9	4	-2	10	-4	1
Next section.
SMILES	mIAP activ	APOBEC3G inh	mIAP inh	hIAP activ	NLRP3 yeast inh	SENP1 FRET inh	hIAP block	APOBEC3A inh	MIN6 prolif
COc1ccc(-c2ccc(NC(=O)c3ccc(Br)o3)cc2)nn1	0.96	-5	4	1	10	0	-1	7	-2
COc1ccc(CCNC(=O)C(=O)NCCOc2ccccc2Cl)cc1OC	1.1	-8	-9	1.2	0	-2	-20	-5	-2
O=C1N=C(N2CCCCC2)S/C1=C\c1ccc(Br)cc1	1.1	-3	-6	0.98	37	-1	2	-8	-4
O=C(Cc1c(F)cccc1Cl)OCC(=O)N1CCN(c2ccccc2)CC1	1.1	-3	-6	0.85	24	0	15	1	-2
CC(=O)c1c[nH]c(C(=O)NCC2CCCO2)c1 (configuration not stated)	1	-3	-1	0.86	13	1	14	1	1
CC(NS(=O)(=O)c1ccccc1)C(=O)Nc1ccc(S(N)(=O)=O)cc1 (configuration not stated)	0.96	0	4	0.89	-3	2	11	-1	-2
COC(=O)c1c(C)[nH]c(C(=O)CC#N)c1C	1	-1	-4	1.1	20	14	-15	-3	-2
Cc1ccc(NC(=O)Cn2nc(-c3ccccc3)nc2-c2ccccc2)c(C)c1	1.4	-11	-40	0.99	18	1	1	1	0
CC(C)NC(=O)C(C)N1CCN(S(=O)(=O)c2ccc3ccccc3c2)CC1 (configuration not stated)	1	15	-2	1.2	9	3	-21	57*	0
CC(=O)Nc1cccc(NC(=O)CSc2ccc(-c3cccnc3)nn2)c1	1.1	-3	-13	1.1	-4	1	-9	-4	-2
CC(C(=O)N1CCCC1)N1CCN(S(=O)(=O)c2ccc(OC(F)(F)F)cc2)CC1 (configuration not stated)	1.1	-4	-6	0.97	15	2	3	0	-3
Cc1cccc(/C=C2/Sc3ccc(C(=O)NCCCN4CCOCC4)cc3NC2=O)c1	0.88	-6	12	1.1	16	-5	-10	-4	-5
Cc1ccccc1-c1noc(-c2ccccc2C(=O)NCC2CCCO2)n1 (configuration not stated)	0.89	6	11	1.2	15	0	-16	1	0
Cc1cccc(OCCNC(=O)CSc2ccc(C(F)(F)F)cc2[N+](=O)[O-])c1	0.9	-6	10	1.2	21	4	-24	-2	0
COc1ccccc1CCC(=O)OCC(=O)NC1CCCCC1	1	-7	-2	1.4	-7	5	-39	-2	0
Oc1ccc(Nc2nc(-c3ccccc3)nc3ccccc23)cc1	1	-7	-4	1.1	21	-2	-12	-4	-3
CC1(C)CC(=O)C2=C(C1)NC(=O)CC2c1ccc(N(CCC#N)CCC#N)cc1 (configuration not stated)	1.1	-7	-11	1.1	5	2	-5	-2	2
Cc1cc(C)c2nc(-c3ccccn3)cc(C(=O)Nc3ccc(S(=O)(=O)Nc4onc(C)c4C)cc3)c2c1	0.99	5	1	1	3	-1	-2	9	0
CCOC(=O)C1(Cc2cccc(Cl)c2)CCCN(C(=O)CCOC)C1 (configuration not stated)	1.1	-7	-7	1.2	-2	1	-18	-2	0
CCCc1cc(=O)oc2cc(C)c(CN3CCCC3)c(O)c12	0.97	5	3	1.2	15	1	-16	9	-1
